# Bioassay records (PubChem BioAssay)
# Diaphorase act: counter-screen for diaphorase-based assays: diaphorase activators and chemical reducers | Diaphorase/resazurin coupled assay, resorufin fluorescence, 16 min; active compounds read high; 1 = vehicle wells, 0 = NADH-free wells | activation factor at 20 µM | 0.005% of 190,000 active;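 active = diaphorase activity raised at least twofold by the compound at 20 µM; inactive = activation factor below 2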
#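 Material: purified diaphorase enzyme from Clostridium kluyveri / Medium: HEPES pH 7.4 buffer with MgCl2 and Tween 20 / Schedule: enzyme reaction of 16 min at room temperature / Measured by: resorufin fluorescence, excitation 544 nm, emission 590 nm / Evaluation: rise in resorufin formation, marking diaphorase activation or chemical reduction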
# Efa HMGR inh: inhibitors of class II HMG-CoA reductase from Enterococcus faecalis; purified E. faecalis HMGR, NADPH absorbance 340 nm kinetic; 0.41% of 190,000 active; AID 1066; inhibition, % at 10 µM;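 active = inhibition above a set limit, the median over all tested compounds plus 3 SD, cut at about 9.5% in these data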;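 note: enzyme runs in reverse so mevalonate oxidation gives rising NADPH absorbance; 0% = complete reaction with DMSO and 100% = background rate lacking mevalonate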
# PMI act hi M6P: activators of human phosphomannose isomerase at near-saturating mannose 6-phosphate | activation factor at 20 µM | AID 1216 | 0.34% of 190,000 active | P34949 | coupled PMI enzyme assay, resazurin fluorescence, 20 min; active compounds read high; 1 = untreated enzyme, 0 = substrate-free blank;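 active = activation factor of 2 or more at 20 µM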
# Target sequence (P34949 whole entry, looked up): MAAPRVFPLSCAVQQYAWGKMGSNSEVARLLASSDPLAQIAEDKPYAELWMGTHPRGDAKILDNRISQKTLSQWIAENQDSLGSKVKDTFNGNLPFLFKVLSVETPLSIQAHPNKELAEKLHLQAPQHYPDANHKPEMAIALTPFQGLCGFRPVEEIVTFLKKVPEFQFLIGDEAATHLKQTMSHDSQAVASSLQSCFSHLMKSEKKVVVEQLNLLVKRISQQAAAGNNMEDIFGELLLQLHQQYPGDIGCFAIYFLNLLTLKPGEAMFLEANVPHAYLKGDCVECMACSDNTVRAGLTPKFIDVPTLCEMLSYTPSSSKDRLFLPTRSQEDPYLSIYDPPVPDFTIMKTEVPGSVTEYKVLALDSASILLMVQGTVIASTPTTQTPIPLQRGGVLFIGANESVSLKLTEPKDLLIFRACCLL
#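 Technique: Diaphorase-driven resazurin-to-resorufin fluorescence, excitation 544, emission 590 nm | Assay system: Human PMI in coupled enzyme assay | Times: Enzyme reaction with compound 20 min at room temperature | Medium: HEPES-buffered pH 7.4 with magnesium and detergent | Reagent: Mannose-6-phosphate 1.0 mM (near-saturating) plus 0.22 mM NADP+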
# G6PDH counter: inhibits Leuconostoc G6PDH, flagging false hits in G6PDH-based assays; Purified L. mesenteroides G6PDH, diaphorase/resazurin coupled fluorescence, 45 min; inhibition, % at 5 µM; 0.12% of 200,000 active; in the data active = inhibition above about 50%
# TNAP act hi DEA: TNAP (human) activation, high acceptor | P05186 | purified TNAP, CDP-star luminescence, 1 M DEA, 30 min; active compounds read high; 0 = EDTA background, 1 = DMSO-only activity | activation factor at 20 µM | 200,000 tested, under 10 active | AID 1136;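 active = activation factor at least 2 at 20 µM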
# Target sequence (P05186 whole entry, looked up): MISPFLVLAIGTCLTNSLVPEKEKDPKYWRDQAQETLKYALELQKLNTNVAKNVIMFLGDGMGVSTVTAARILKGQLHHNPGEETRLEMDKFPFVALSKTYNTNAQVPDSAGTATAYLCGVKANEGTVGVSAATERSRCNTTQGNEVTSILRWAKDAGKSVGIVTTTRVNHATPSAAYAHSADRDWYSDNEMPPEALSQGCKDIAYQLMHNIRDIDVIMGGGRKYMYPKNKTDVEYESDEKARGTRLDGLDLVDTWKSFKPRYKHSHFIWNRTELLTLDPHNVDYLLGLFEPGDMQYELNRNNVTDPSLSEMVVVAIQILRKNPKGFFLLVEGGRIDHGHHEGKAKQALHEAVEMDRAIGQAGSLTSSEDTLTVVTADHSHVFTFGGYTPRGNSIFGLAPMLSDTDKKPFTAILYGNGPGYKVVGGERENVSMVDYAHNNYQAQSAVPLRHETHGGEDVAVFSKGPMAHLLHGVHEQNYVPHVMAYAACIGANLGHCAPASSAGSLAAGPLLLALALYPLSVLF
#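 Assay system: human TNAP; Input: enzyme diluted 1/800 final; Reagent: CDP-star luminogenic substrate at 100 µM final; Timing: 30 min, room temperature; Signal: luminescence; Evaluation: TNAP activation factor scaled between EDTA and DMSO control wells.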
# PMI act: increases human mannose-6-phosphate isomerase activity. purified human PMI, coupled resazurin fluorescence, 20 min; active compounds read high; 1 = vehicle control, 0 substrate-free wells. activation factor at 20 µM. 0.005% of 190,000 active. AID 1214;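 active = activation factor of 2 or more at 20 µM, relative to plate controls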
# FLuc act counter: affects firefly luciferase, flagging false hits in luciferase stimulation screens; AID 1027; 200,000 tested, under 10 active; ATPlite luciferase biochemical, luminescence, 10 min; 0 = ATP-free wells, 1 = DMSO control; activation factor at 10 µM;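 active = luciferase activation factor, scaled between plate controls, of at least 2 with compound at 10 µM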
#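 Assay system: Luciferase/luciferin detection reagent, cell-free biochemical luciferase assay / Also added: ATP substrate / Schedule: 10 min at ambient temperature / Measured by: luminescence measurement of luciferase light output / Benchmarks: low control with PBS replacing ATP, high control enzyme plus ATP without compound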
# TNAP inh hiacc: blocks human TNAP under high phosphate acceptor concentration; P05186; purified TNAP, CDP-star luminescence, 1 M DEA; inhibition, % at 20 µM; AID 1135; 0.03% of 200,000 active;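 active = over 50% inhibition of tissue-nonspecific alkaline phosphatase at 20 µM in the single-dose screen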;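 note: plate controls were DMSO wells for no effect and EDTA-quenched wells as full inhibition for full effect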
# TNAP inh no acc: TNAP (human) inhibition, acceptor-free conditions; 0.26% of 200,000 active; P05186; inhibition, % at 20 µM; AID 1012; purified TNAP, CDP-star luminescence, 30 min;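 active = tissue-nonspecific alkaline phosphatase inhibition above about 50% at 20 µM in the single-dose screen, limit read from the data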;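 note: 0% = DMSO negative control and 100% = EDTA positive control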
# Diaphorase inh: counter-screen for diaphorase-based assays: diaphorase inhibitors and chemical oxidizers; diaphorase resazurin-to-resorufin fluorescence, NADH, 16 min; bacterial (C. kluyveri) enzyme, not human; inhibition, % at 20 µM; 0.69% of 190,000 active;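 active = primary screen inhibition at 20 µM above a set limit, cut at about 50% in these data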;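 note: plate controls were DMSO with full reaction for no effect and wells lacking NADH for full effect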
#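 System: Diaphorase enzyme from Clostridium kluyveri | Amount: Enzyme working solution with 0.14 U/mL diaphorase | Benchmarks: No-NADH positive control and DMSO neutral control | Signal: Fluorescence of resorufin formed from resazurin, Ex 544/Em 590 nm | Schedule: 16-min room-temperature incubation before reading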
# * hit, by the source's call; / = not tested or not shown; & = joins results of further samples.
SMILES,Diaphorase act,Efa HMGR inh,PMI act hi M6P,G6PDH counter,TNAP act hi DEA,PMI act,FLuc act counter,TNAP inh hiacc,TNAP inh no acc,Diaphorase inh
O=C(CN1C(=O)c2ccccc2C1=O)N1CCOCC1,0.8,-3,0.9,3,1,0.9,1,-3,-4,16
C=CCn1c(N)c(C(=O)Nc2ccccc2OC)sc1=S,0.7,-3,0.9,4,1,0.9,1,-2,-3,26
CCN(CC)S(=O)(=O)c1cc(C)c(C)cc1Br,0.9,4,0.9,4,1,1,1.1,1,-5,10
Cc1cccc2c1-c1sc(C(=O)Nc3cccc([N+](=O)[O-])c3C)cc1CO2,0.9,-3,1,4,1,0.9,1,1,-10,8
Nc1ccc(N2CCN(c3ccc(F)cc3)CC2)cc1,0.9,-1,0.7,0,1,0.9,1.1,-3,-6,10
Cc1cc(C(=O)Cn2nc(C(=O)O)c3ccccc3c2=O)c(C)n1C1CC1,1,-6,1,-9,1,1,0.9,4,-1,-1
C[n+]1c2n(c3ccccc31)N=C(c1cc(C(C)(C)C)c(O)c(C(C)(C)C)c1)CS2,1.1,-2,1,6,0.9,1,1.1,13,7,-10
COCC(C)NC(=O)CSc1nc(-c2ccccc2)c(-c2ccccc2)o1 (stereo not drawn),0.8,-20,1,-1,1,0.9,1,-1,-21,16
CCN(CC)CCCNC(=O)c1ccc2c(SCC(=O)O)c3c(nc2c1)CCC3,0.9,-9,1.1,0,1,1.1,1.1,-2,-6,6
O=C(COC(=O)c1c2c(nc3ccccc13)/C(=C\c1cccs1)CCC2)Nc1ccccc1,0.8,-7,0.9,0,1,0.7,1.1,2,-6,20
CC(=O)N1CC2(C)CN(C(C)=O)CC(C)(C1)C2,0.9,22*,0.9,8,1,0.8,1,-3,-9,13
COC(=O)Nc1ccc(SCC(=O)c2ccc(Cl)cc2)cc1,1,-1,1,2,1,1,1.1,-2,-7,4
O=C(Nc1ccc2c(c1)nc1n2CCSC1)c1ccco1,0.9,0,0.7,8,1.1,0.9,0.1,-7,24,7
CC(C)OCCCNC(=O)CN1C(=O)/C(=C/c2ccccc2)Sc2ccccc21,1,1,0.9,-7,1,0.8,1,-3,-1,0
O=C(CCn1c(=O)oc2ccccc21)Nc1nccs1,0.9,0,1,-1,1,1,0.9,3,-4,12
Cc1cccc(N=c2oc3cc(O)ccc3cc2C(N)=O)c1,0.8,1,0.8,-2,1,0.9,1,4,3,19
O=C(N/N=C/c1ccc(Br)o1)c1cccnc1,0.9,0,0.9,9,1,0.9,1,3,-10,8
COc1ccc(Nc2nc3ccccc3nc2C)cc1,1,-5,0.9,3,1,1,1,-4,-9,1
CCOC(=O)c1c(NC(=O)CSc2nnnn2-c2ccc3c(c2)OCO3)sc(C)c1C,0.8,-2,1,-1,1.1,0.9,1.1,-12,-21,21
C=CCn1nnnc1-c1cccc(Cl)c1,1,-6,1,-1,1,1.2,1,5,16,1
Cc1cc(NS(=O)(=O)c2ccccc2)cc(Cl)c1O,1,2,1,-2,1,1,0.9,1,3,0
COCc1nnc(NC(=O)c2ccc(S(=O)(=O)N(C)C3CCCCC3)cc2)o1,0.8,-5,1.1,3,1,1.1,1,-2,-11,22
CC(=O)c1ccc(NC(=O)C2CCCN(S(=O)(=O)c3c(C)[nH]c(=O)[nH]c3=O)C2)cc1 (stereo not drawn),0.9,-4,1.1,2,1.1,1,1,-5,-14,6
CCOC(=O)C(CCCCOc1ccc([N+](=O)[O-])cc1)C(=O)OCC,0.9,-2,0.9,4,1,0.9,1.1,0,-4,11
O=C(CCCCCN1C(=O)c2ccccc2C1=O)Oc1ccc2c3c(c(=O)oc2c1)CCC3,1,-7,1,-10,1.1,0.9,1,-6,10,-3
C=CCc1cc(OC)ccc1OCC(O)CN1CCN(c2ccc(OC)cc2)CC1 (stereo not drawn),0.9&0.9,-11&-2,1&1,-6&3,1&1,0.9&1.1,1.1&1,-2&0,-7&-7,9&6
CCN1CCN(C(=O)c2c(-c3c(F)cccc3Cl)noc2C)CC1,0.9,5,1,6,1.1,0.9,1,-8,-6,6
C=CCc1ccc(OC(=O)c2ccccc2)c(OC)c1,0.9,-8,1,15,1,1,1,-3,-6,6
Nc1c(C(=O)Nc2ccc(S(=O)(=O)N3CCCC3)cc2)sc2nc3ccc(OC(F)(F)F)cc3cc12,0.8,-3,1,-22,0.9,1,1,11,-1,16
O=C(O)c1c2c(nc3ccccc13)/C(=C/c1ccc(O)cc1)CC2,0.3,0,1,1,0.7,1.2,0,30,29,69*
Cc1ccc(C(=O)COC(=O)c2cccs2)cc1,1.1,-2,1,4,1,1,0.1,-2,-9,-6
Cc1cc(S(=O)(=O)n2ccnc2)c(Cl)cc1Cl,/,-2,/,5,1,/,1.1,-4,-6,/
Cc1nc(NC(=O)C2CCCC2)sc1Cc1ccc2c(c1)OCO2,0.9,2,1,4,1,1,1.1,-4,-6,14
Cc1ccc(S(=O)(=O)Nc2ccc3nc(C)sc3c2)cc1,0.8,-4,0.8,7,1,0.9,1,-3,-6,17
COC(=O)N/N=C(C)\C=C\c1ccco1,1,-4,0.9,14,1,1.1,1.1,0,-3,0
COc1ccc(C(=O)NC(=S)Nc2nnn(C)n2)cc1,0.6,0,1,10,1,0.7,1,0,-10,38

# The closing 2 compounds of the part above are carried over, then new ones follow:
SMILES,Diaphorase act,Efa HMGR inh,PMI act hi M6P,G6PDH counter,TNAP act hi DEA,PMI act,FLuc act counter,TNAP inh hiacc,TNAP inh no acc,Diaphorase inh
COC(=O)N/N=C(C)\C=C\c1ccco1,1,-4,0.9,14,1,1.1,1.1,0,-3,0
COc1ccc(C(=O)NC(=S)Nc2nnn(C)n2)cc1,0.6,0,1,10,1,0.7,1,0,-10,38
O=S(=O)(NCCc1csc(-c2cccnc2)n1)c1ccc2c(c1)OCCO2,1,-6,1,9,1,1,1.1,-4,1,1
O=C(NCCc1ccccc1)C(=Cc1ccc(C(=O)O)cc1)C(=O)NCCc1ccccc1,1,1,1,4,1,1.1,1,-2,-11,3
CC(=O)Nc1ccc(NC(=O)COc2ccc([N+](=O)[O-])cc2)cc1,1,-5,1.2,3,1,1.4,1,-2,4,1
O=[N+]([O-])c1cc(S(=O)(=O)C(F)(F)F)ccc1Sc1nc2ccccc2s1,0.8,-1,1,7,1,1,1.1,-4,-7,21
Cc1cccc(C)c1N1CCN(c2n[nH]c(N)n2)CC1,0.9,-2,1,7,1.1,1,1.1,-8,-3,6
CC1CCCCC1NC(=O)COc1ccc(-n2cnnn2)cc1 (stereo not drawn),0.9,-4,1,1,1,0.9,1,2,5,6
CCOC(=O)CCNC(=O)Nc1ccc2nc(C)n(Cc3ccccc3Cl)c(=O)c2c1,0.8,2,0.9,6,1.1,0.8,1,-9,-18,22
CCC(C)(C(=O)NC1CCCC1)N(Cc1ccco1)C(=O)c1ccc2c(c1)OCO2 (stereo not drawn),0.8,0,1,11,1.1,1,1.1,-6,-6,19
CN(CCCNC(=O)C1CCN(S(=O)(=O)c2cccc3nsnc23)CC1)Cc1ccccc1,0.8,1,0.9,4,1,0.9,1.1,-2,-3,16
CCc1cc(SC#N)cc(CC)c1NC(=O)CCl,1,-3,1.2,-3,0.9,1.3,1,6,1,-1
Cc1ccccc1C(=O)N1CCC(C(=O)Nc2ccc(S(=O)(=O)N3CCCC3)cc2)CC1,0.9,-4,0.8,9,1,0.9,1.1,1,-4,13
Cc1ccc(Nc2ccc(C(=O)N3CCCC3)cn2)c(C)c1,0.9,-5,1,-1,1.1,1,1,-7,-13,8
CCOc1ccc(/C=N/N2C(=O)C(CC(=O)Nc3ccc(F)cc3F)SC2=NC)cc1OC (stereo not drawn),0.8,-8,0.9,-1,1,0.9,1.1,-1,-6,16
CCCCN(CC)CCNC(=O)Cn1cnc2sc(C)c(S(=O)(=O)N3CCOCC3)c2c1=O,0.9,4,0.9,25,1,0.9,1,-2,-7,9
COc1ccc(/C=N/Nc2ncc(Br)cn2)c(OC)c1,/,-7,/,14,1.1,/,0.9,-12,-3,/
CC1CC(NC(=O)N(C)C)N(C)C(=O)N1 (stereo not drawn),0.9,0,1,-2,1,0.9,1,-2,-7,8
O=C(Nc1nnc(SCc2ccc(Cl)cc2Cl)s1)C1COc2ccccc2O1 (stereo not drawn),0.8,-5,0.9,-4,1,0.9,1.1,-3,-6,18
COc1cccc(N2CC(C(=O)Nc3nnc(SCC(=O)Nc4cc(C)on4)s3)CC2=O)c1 (stereo not drawn),1,3,1.2,-3,1.1,1.2,1.1,-7,-9,-2
COc1ccc(-n2c(Cc3cc(=O)[nH]c(=O)[nH]3)nnc2SCc2ccccc2)cc1,1,3,1,-4,1,1,1,-1,-8,5
O=C(CCCOc1ccccc1)N1CCN(c2ccc(F)cc2)CC1,0.8,-1,0.9,2,1,0.9,1,-4,-8,24
COc1ccc(CNC(=O)C2(c3ccc(Cl)cc3)CC2)cc1,0.8,0,1,0,1,1,1,0,-3,19
Cc1cc(C)cc(OCC(=O)NCc2cc(C)nc3ccccc23)c1,1,-4,1,3,1,1,1,-1,-8,2
C=CCOc1cccc(C(=O)N2CCCC(CCC(=O)NCc3ccccc3F)C2)c1 (stereo not drawn),1.1,-3,1,14,1,1,1,0,-3,-10
O=C(CSc1nnc(-c2ccncc2)n1CC1CCCO1)Nc1ccccc1Cl (stereo not drawn),0.7,-1,0.9,4,1.1,0.9,1.1,-10,-7,25
O=[N+]([O-])c1ccccc1Oc1ccc(Cl)c2cccnc12,0.9,-7,1,2,1,1,1,0,3,11

# Sorted by value in PMI act hi M6P (rising): 3 from the list above.
smiles	Efa HMGR inh	PMI act hi M6P	TNAP act hi DEA	PMI act	TNAP inh hiacc	TNAP inh no acc
Cc1cccc(N=c2oc3cc(O)ccc3cc2C(N)=O)c1	1	0.8	1	0.9	4	3
CN(CCCNC(=O)C1CCN(S(=O)(=O)c2cccc3nsnc23)CC1)Cc1ccccc1	1	0.9	1	0.9	-2	-3
O=C(O)c1c2c(nc3ccccc13)/C(=C/c1ccc(O)cc1)CC2	0	1	0.7	1.2	30	29
